M1 PAM parental = counter-screen for M1 PAMs: effect in parental CHO-K1 cells; ATP EC20, Fluo-8 calcium fluorescence; 0% at ATP EC20, 100% at ATP max; activation, % at 3 µM; 360,000 compounds, 0.02% hits; AID 602247;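 active = activation above the run cutoff, the mean activation of all test compounds plus 3 SD, cut at about 40% in these data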;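 note: peak over basal fluorescence ratio in a 140 s read after ATP addition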
OXTR potentiate = potentiators of human oxytocin receptor; CHO-OTR cells, Fluo-8 calcium fluorescence, potentiator mode; 0% = oxytocin EC15, 100% = EC100; AID 2445; P30559; 320,000 compounds, 0.061% hits; activation, % at 3 µM;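 active = activation above that plate's cutoff, the mean activation of tested compounds plus 3 SD, cut at about 6.6% in these data, passing the limit was not always enough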;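 note: 100% uses oxytocin at 75 nM as the full agonist control; some results filed as inactive read as strong as hits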
Target sequence (P30559 whole entry, looked up): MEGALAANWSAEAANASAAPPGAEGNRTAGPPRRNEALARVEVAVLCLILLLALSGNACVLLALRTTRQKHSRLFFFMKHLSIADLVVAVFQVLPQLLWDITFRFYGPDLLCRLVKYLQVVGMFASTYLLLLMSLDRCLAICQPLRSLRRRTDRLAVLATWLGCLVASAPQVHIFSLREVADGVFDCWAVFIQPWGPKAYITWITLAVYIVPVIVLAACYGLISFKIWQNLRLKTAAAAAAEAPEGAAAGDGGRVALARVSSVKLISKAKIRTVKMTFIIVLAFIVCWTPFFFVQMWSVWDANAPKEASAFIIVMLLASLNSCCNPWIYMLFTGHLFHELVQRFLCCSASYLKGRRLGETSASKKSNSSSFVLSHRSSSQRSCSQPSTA
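System: human OTR in CHO cells / Also added: sub-maximal oxytocin, roughly EC15 / Control set: EC15 oxytocin low, 75 nM oxytocin high / Schedule: 6 min compound pre-incubation at room temperature, 100 s kinetic read / Compound: single-point 3.0 µM / Replication: singlicate / Technique: Fluo-8 calcium dye fluorescence / Read-out basis: % activation of max/min ratio relative to oxytocin controls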
TAAR1 antagonist = human TAAR1 antagonism | Q96RJ0 | 360,000 compounds, 1.5% hits | CHO RD-HGA16 TAAR1, Fluo-8 calcium fluorescence, antagonist | inhibition, % at 3 µM | AID 624466;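 active = inhibition above a per-plate cutoff, the mean inhibition of test compounds on that plate plus 3 SD, cut at about 49% in these data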;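 note: 0% = DMSO plus EC80 beta-PEA response and 100% = DMSO alone without agonist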
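Test system: RD-HGA16 CHO cells with stable hTAAR1 and Gα16 / Probe or stimulus: EC80 β-phenethylamine stimulus / Times: seeding 17-24 h prior, 75-min 37 °C, 30-min RT dye loading / Detection: Fluo-8 calcium-sensitive fluorescence / Read-out basis: % inhibition scaled between DMSO and EC80 PEA controls / Repeats: singlicate, one well per test compound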
CHO-K1 Ca antag = nonselective inhibitor or artifact in parental CHO-K1 cells; ATP-induced calcium, Fluo-8 fluorescence; inhibition, % at 3 µM; 360,000 compounds, 0.6% hits; AID 602250;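 active = inhibition above a per-plate cutoff, the plate's mean sample inhibition plus 3 SD, cut at about 24% in these data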;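 note: 0% = DMSO plus EC80 ATP and 100% = DMSO alone without ATP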
CHO parental Ca = counter-screen for OX1R antagonists: effect in parental CHO cells; parental CHO-K1, ATP-induced calcium, Fluo-8 fluorescence; inhibition, % at 5.6 µM; 330,000 compounds, 0.63% hits; AID 463079;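 active = inhibition above that plate's mean sample inhibition plus 3 SD, cut at about 26% in these data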;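 note: 0% = ATP-challenged DMSO wells and 100% = DMSO wells without ATP; some compounds past the cut are filed as inactive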
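Test system: untransfected parental CHO cell line; also added: ATP stimulus; dosing: 5.6 µM, single dose; signal: calcium-sensitive Fluo-8 fluorescence; measure: percent inhibition of ATP-evoked calcium rise, normalized to controls; benchmarks: low control ATP plus DMSO, high control DMSO only; replication: one well per compound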
M1 ag = agonists of human M1 muscarinic receptor. P11229. CHO-K1 hM1, Fluo-8 calcium fluorescence, agonist mode; 0% DMSO, 100% acetylcholine EC100. activation, % at 3 µM. 360,000 compounds, 0.33% hits. AID 588814;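 active = activation above the run's mean compound activation plus 3 SD, cut at about 16% in these data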;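 note: peak over basal fluorescence ratio within a 140 s kinetic read after compound addition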
Target sequence (P11229 whole entry, looked up): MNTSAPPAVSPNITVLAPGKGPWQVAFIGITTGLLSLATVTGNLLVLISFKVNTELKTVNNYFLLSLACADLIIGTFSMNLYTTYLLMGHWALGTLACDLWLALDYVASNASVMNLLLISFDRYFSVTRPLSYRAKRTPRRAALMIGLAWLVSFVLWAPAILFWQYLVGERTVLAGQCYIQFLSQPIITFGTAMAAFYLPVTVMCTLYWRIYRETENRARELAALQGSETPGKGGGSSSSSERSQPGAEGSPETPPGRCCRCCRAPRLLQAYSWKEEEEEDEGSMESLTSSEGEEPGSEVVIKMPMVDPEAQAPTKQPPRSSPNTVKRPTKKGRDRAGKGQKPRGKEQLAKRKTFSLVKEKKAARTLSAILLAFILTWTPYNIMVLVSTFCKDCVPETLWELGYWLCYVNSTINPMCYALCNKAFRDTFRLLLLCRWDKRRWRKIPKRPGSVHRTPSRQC
CHO-K1 Ca ag = counter-screen for M1 agonists: effect in parental CHO-K1 cells | Fluo-8 calcium fluorescence; scaled to maximal ATP response, vehicle zero | activation, % at 3 µM | 360,000 compounds, 0.48% hits | AID 602248; in the data active = activation above about 15%;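 note: untransfected CHO-K1 host cells lacking M1 receptor as counterscreen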
V1R ag counter = counter-screen for oxytocin receptor agonists: human V1a receptor agonists; 320,000 compounds, 0.25% hits; CHO-V1R cells, Fluo-8 calcium fluorescence, agonist mode; 0% DMSO, 100% 3 nM vasopressin; P37288; activation, % at 3 µM;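 active = activation above the mean activation of all tested compounds plus 3 SD, per screening run, cut at about 20% in these data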;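 note: signal is peak over basal fluorescence ratio across a 100 second FLIPR read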
TAAR1 ag = human TAAR1 agonism. Q96RJ0. CHO RD-HGA16 TAAR1, Fluo-8 calcium fluorescence; vehicle wells 0%, saturating PEA agonist 100%. activation, % at 3 µM. 360,000 compounds, 0.99% hits;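 active = activation above the mean activation of all test compounds in the run plus 3 SD, cut at about 38% in these data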
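Test system: RD-HGA16 (CHO) cells co-expressing Gα16 and hTAAR1 / Benchmarks: DMSO vehicle as 0%, PEA at EC100 as 100% / Repeats: no replicates (n 1) / Measure: % activation from peak over basal fluorescence ratio, DMSO-to-PEA scaled / Timing: 17-24 h plating, Fluo-8 75 min 37 °C, 30 min RT / Technique: kinetic Fluo-8 calcium fluorescence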
An asterisk follows results filed as active. Compounds as they come. Share with any hit: about 3.3%.

What do the screens show for `COc1ccc(CC(=O)N2CCN(S(=O)(=O)c3cc(Cl)ccc3Cl)CC2)cc1`?
M1 PAM parental: -10; OXTR potentiate: -5; TAAR1 antagonist: 0; CHO-K1 Ca antag: -1; CHO parental Ca: -23; M1 ag: 1; CHO-K1 Ca ag: 3.0; V1R ag counter: 3.9; TAAR1 ag: 11

How did CC(C)(C)NCc1cc(Cl)ccc1OCc1cccs1 do in these assays?
M1 PAM parental: 16; OXTR potentiate: 0; TAAR1 antagonist: 4; CHO-K1 Ca antag: -10; CHO parental Ca: -16; M1 ag: -14; CHO-K1 Ca ag: 0.3; V1R ag counter: 1.6; TAAR1 ag: 1

What do the screens show for `CC(=O)Nc1ccc(Nc2ccc(N3C(=O)CCCC3=O)cc2[N+](=O)[O-])cc1`?
M1 PAM parental: 9; OXTR potentiate: 5; TAAR1 antagonist: 0; CHO-K1 Ca antag: 1; CHO parental Ca: -2; M1 ag: 1; CHO-K1 Ca ag: -0.1; V1R ag counter: 0.8; TAAR1 ag: 1

What do the screens show for `Cc1ccccc1C(=O)NCC(=O)OC(C)C(=O)Nc1ccnn1C(C)C` (configuration not stated)?
M1 PAM parental: 4; OXTR potentiate: 0; TAAR1 antagonist: 0; CHO-K1 Ca antag: 3; CHO parental Ca: -5; M1 ag: -2; CHO-K1 Ca ag: 0.6; V1R ag counter: -0.6; TAAR1 ag: 1

How did O=S(=O)(Nc1ncccn1)c1ccc(Nc2ncnc3ccccc23)cc1 do in these assays?
M1 PAM parental: 20; OXTR potentiate: -2; TAAR1 antagonist: 1; CHO-K1 Ca antag: -21; CHO parental Ca: -3; M1 ag: -4; CHO-K1 Ca ag: 1.4; V1R ag counter: 1.8; TAAR1 ag: 0

Results for S=C(NCCc1ccc(Cl)cc1)NC1CCCCC1 ?
M1 PAM parental: 6; OXTR potentiate: -12; TAAR1 antagonist: -11; CHO-K1 Ca antag: 0; CHO parental Ca: 0; M1 ag: -2; CHO-K1 Ca ag: 7.4; V1R ag counter: 7.7; TAAR1 ag: 3

What do the screens show for `COc1ccc(Cl)cc1-n1c(C)cc(C(=O)OCC(=O)N2CC(=O)Nc3ccccc32)c1C`?
M1 PAM parental: 32; OXTR potentiate: -6; TAAR1 antagonist: 5; CHO-K1 Ca antag: -15; CHO parental Ca: -26; M1 ag: -7; CHO-K1 Ca ag: 1.5; V1R ag counter: 0.0; TAAR1 ag: 4

How did O=C(NCc1ccccc1Cl)[C@H]1CCCN1C(=O)[C@H]1CCCN1C(=O)c1cccs1 do in these assays?
M1 PAM parental: 11; TAAR1 antagonist: -3; CHO-K1 Ca antag: -7; CHO-K1 Ca ag: 0.3; TAAR1 ag: 3

How did O=C(c1cccc(S(=O)(=O)N2CCCCCC2)c1)N1CCN(c2ccccc2F)CC1 do in these assays?
M1 PAM parental: 8; OXTR potentiate: -11; TAAR1 antagonist: -19; CHO-K1 Ca antag: -7; CHO parental Ca: -8; M1 ag: 4; CHO-K1 Ca ag: 3.3; V1R ag counter: 0.9; TAAR1 ag: -1

What do the screens show for `COc1ccc(NC(=S)N2CCC(C(=O)c3ccc(OC)cc3)CC2)cc1`?
M1 PAM parental: 11; OXTR potentiate: -1; TAAR1 antagonist: 8; CHO-K1 Ca antag: -13; CHO parental Ca: -17; M1 ag: -5; CHO-K1 Ca ag: 2.6; V1R ag counter: 2.1; TAAR1 ag: 4

What do the screens show for `Cc1ccc(S(=O)(=O)N2CCN(C(=O)C3=COCCO3)CC2)cc1C`?
M1 PAM parental: 16; OXTR potentiate: -8; TAAR1 antagonist: -19; CHO-K1 Ca antag: -11; CHO parental Ca: -11; M1 ag: -6; CHO-K1 Ca ag: 0.2; V1R ag counter: 1.8; TAAR1 ag: 7

Results for CCCCCCSc1ccc([C@H]2N[C@@](Cc3ccccc3)(C(=O)OC)[C@H]3C(=O)N(CC)C(=O)[C@@H]23)cc1 ?
M1 PAM parental: -11; OXTR potentiate: -4; TAAR1 antagonist: -5; CHO-K1 Ca antag: 10; CHO parental Ca: -27; M1 ag: 1; CHO-K1 Ca ag: -0.3; V1R ag counter: 1.3; TAAR1 ag: 0

Results for CN1C(=O)CSC1=Nc1cccc(C(=O)O)c1 ?
M1 PAM parental: 22; OXTR potentiate: 5; TAAR1 antagonist: -4; CHO-K1 Ca antag: -2; CHO parental Ca: -6; M1 ag: 1; CHO-K1 Ca ag: 1.7; V1R ag counter: 1.2; TAAR1 ag: 0

How did CCCOc1ccccc1C1CC(=O)NC2=C1C(=O)CCC2 (configuration not stated) do in these assays?
M1 PAM parental: 23; OXTR potentiate: -11; TAAR1 antagonist: 6; CHO-K1 Ca antag: -15; CHO parental Ca: -7; M1 ag: 0; CHO-K1 Ca ag: 3.9; V1R ag counter: 6.4; TAAR1 ag: 11

Results for COc1ccc(N2CCN(C(=O)Cc3ncc(C(F)(F)F)cc3Cl)CC2)cc1 ?
M1 PAM parental: -2; OXTR potentiate: 0; TAAR1 antagonist: -8; CHO-K1 Ca antag: 1; CHO parental Ca: -6; M1 ag: -4; CHO-K1 Ca ag: 1.0; V1R ag counter: 2.1; TAAR1 ag: 5

Results for CC1=NNC(=O)C1Cc1ccccc1 (configuration not stated) ?
M1 PAM parental: -17; OXTR potentiate: -8; TAAR1 antagonist: -5; CHO-K1 Ca antag: 10; CHO parental Ca: 0; M1 ag: -2; CHO-K1 Ca ag: -0.2; V1R ag counter: -0.8; TAAR1 ag: 2

How did CCN(CC)c1ccc(/C=N/NC(=O)c2ccc3nc[nH]c3c2)cc1 do in these assays?
M1 PAM parental: -1; OXTR potentiate: 0; TAAR1 antagonist: 3; CHO-K1 Ca antag: 6; CHO parental Ca: -2; M1 ag: -2; CHO-K1 Ca ag: 4.1; V1R ag counter: -0.6; TAAR1 ag: 2

Results for O=C(Nc1ccc(Cl)cn1)c1ccc2nccnc2c1 ?
M1 PAM parental: 15; OXTR potentiate: -1; TAAR1 antagonist: -33; CHO-K1 Ca antag: -6; CHO parental Ca: -4; M1 ag: 1; CHO-K1 Ca ag: 1.3; V1R ag counter: -0.3; TAAR1 ag: 1

How did CCOCCCNC(=O)/C(C#N)=C/c1cc(C)c(O)c(C)c1 do in these assays?
M1 PAM parental: -4; OXTR potentiate: 0; TAAR1 antagonist: 8; CHO-K1 Ca antag: -8; CHO parental Ca: -4; M1 ag: -7; CHO-K1 Ca ag: 0.4; V1R ag counter: 1.0; TAAR1 ag: 1

How did Cc1ccc(NC(=O)C(C)Sc2nnc3ccccn23)cc1 (configuration not stated) do in these assays?
M1 PAM parental: -1; OXTR potentiate: 2; TAAR1 antagonist: -18; CHO-K1 Ca antag: 0; CHO parental Ca: -3; M1 ag: -3; CHO-K1 Ca ag: 0.4; V1R ag counter: 0.1; TAAR1 ag: 0

Looked up by compound from above (two):
How did CCCOc1ccccc1C1CC(=O)NC2=C1C(=O)CCC2 (configuration not stated) do in these assays?
M1 PAM parental: 23; OXTR potentiate: -11; TAAR1 antagonist: 6; CHO-K1 Ca antag: -15; CHO parental Ca: -7; M1 ag: 0; CHO-K1 Ca ag: 3.9; V1R ag counter: 6.4; TAAR1 ag: 11

Results for O=C(Nc1ccc(Cl)cn1)c1ccc2nccnc2c1 ?
M1 PAM parental: 15; OXTR potentiate: -1; TAAR1 antagonist: -33; CHO-K1 Ca antag: -6; CHO parental Ca: -4; M1 ag: 1; CHO-K1 Ca ag: 1.3; V1R ag counter: -0.3; TAAR1 ag: 1

Continued:
Results for Cc1cc(=O)n2nc(N3CCCC(C(=O)NCc4ccccc4)C3)sc2n1 (configuration not stated) ?
M1 PAM parental: 14; OXTR potentiate: -2; TAAR1 antagonist: -35; CHO-K1 Ca antag: -8; CHO parental Ca: 6; M1 ag: -8; CHO-K1 Ca ag: -0.2; V1R ag counter: 0.6; TAAR1 ag: 3

How did CCC(=O)N1CCc2cc(Br)cc(S(=O)(=O)N3CCCCC3CC)c21 (configuration not stated) do in these assays?
M1 PAM parental: 13; OXTR potentiate: -4; TAAR1 antagonist: -5; CHO-K1 Ca antag: -12; CHO parental Ca: -9; M1 ag: -3; CHO-K1 Ca ag: 0.5; V1R ag counter: 0.3; TAAR1 ag: 7

What do the screens show for `CCc1ccccc1NC(=O)NC1CCCCCCC1`?
M1 PAM parental: 14; TAAR1 antagonist: -37; CHO-K1 Ca antag: 4; M1 ag: -2; CHO-K1 Ca ag: 2.5; TAAR1 ag: -1

What do the screens show for `COc1cccc(CN(C)C(=O)CN2C(=O)NC3(CCCc4ccccc43)C2=O)c1` (configuration not stated)?
M1 PAM parental: 10; OXTR potentiate: -2; TAAR1 antagonist: 0; CHO-K1 Ca antag: -13; CHO parental Ca: -15; M1 ag: -2; CHO-K1 Ca ag: 0.2; V1R ag counter: 1.4; TAAR1 ag: 0

How did CC(C)(C)Cc1nc(-c2ccccn2)no1 do in these assays?
M1 PAM parental: 2; OXTR potentiate: -3; TAAR1 antagonist: -6; CHO-K1 Ca antag: -7; CHO parental Ca: -21; M1 ag: -3; CHO-K1 Ca ag: 0.1; V1R ag counter: 0.0; TAAR1 ag: 9

What do the screens show for `COc1ccc(-c2cc(C)no2)cc1S(=O)(=O)N1CCCN(Cc2ccc(F)cc2)C1`?
M1 PAM parental: -5; OXTR potentiate: -7; TAAR1 antagonist: 8; CHO-K1 Ca antag: -10; CHO parental Ca: -7; M1 ag: -2; CHO-K1 Ca ag: 4.8; V1R ag counter: 1.4; TAAR1 ag: -1

Results for CCOC(=O)CSc1cn2c(n1)CCC2 ?
M1 PAM parental: 8; OXTR potentiate: 0; TAAR1 antagonist: 2; CHO-K1 Ca antag: -2; CHO parental Ca: 6; M1 ag: -4; CHO-K1 Ca ag: 0.5; V1R ag counter: 0.7; TAAR1 ag: 5

What do the screens show for `COc1ccc2c(c1)CCc1c-2n[nH]c1C(=O)O`?
M1 PAM parental: 2; OXTR potentiate: -6; TAAR1 antagonist: 4; CHO-K1 Ca antag: 4; CHO parental Ca: 8; M1 ag: -1; CHO-K1 Ca ag: 0.1; V1R ag counter: 0.0; TAAR1 ag: 9

How did CCOc1cc(/C=N\NC(=O)Cn2nnc3ccccc32)ccc1O do in these assays?
M1 PAM parental: 13; OXTR potentiate: -1; TAAR1 antagonist: -18; CHO-K1 Ca antag: -3; CHO parental Ca: -4; M1 ag: -6; CHO-K1 Ca ag: 0.3; V1R ag counter: -0.4; TAAR1 ag: 1
